dFosB activator: activators of delta FosB homodimer, primary screen, biochemical, fluorescence polarization, TAMRA-CDK5 oligo, single point; purified delta FosB; percent of positive-control signal above neutral wells; activation, % at 25 µM; actives 0.99% (n = 340,000); AID 493131, 2011;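 active = mean activation above about 17%, with every replicate also reaching it, limit read from the data, passing the limit was not always enough; inconclusive = only one of the two conditions met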;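 note: fluorescence polarization rise as delta FosB binds a TAMRA Cdk5 AP-1 oligo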
PvdQ inh: P. aeruginosa PvdQ acylase inhibitors, primary screen, biochemical, fluorescence, plate reader and imaging, single point | PvdQ acylase [Pseudomonas aeruginosa LESB58] | purified PvdQ acylase | inhibition, % at 10 µM | actives 0.063% (n = 340,000); in the data active = inhibition above about 30%, passing the limit was not always enough; inconclusive = no clear call, values can overlap the other calls;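 note: 0% = vehicle neutral wells and 100% = reference inhibitor wells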
PfHsp90 set2: growth inhibition of PfHsp90-expressing yeast, primary screen, antimalarial PfHsp90 inhibitor project, S. cerevisiae, BacTiter-Glo luminescence, single point, set 2. inhibition, % at 9.4 µM. BacTiter-Glo ATP, 48 h; yeast lacking PDR1 and PDR3 efflux regulators. actives 0.32% (n = 310,000);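 active = every replicate shows inhibition above about 80%, whatever the replicate mean, limit read from the data; inconclusive = mean inhibition reaches the set limit but some replicate falls short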;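 note: 0% = DMSO neutral controls and 100% = 20 µM radicicol positive controls; yeast relying on Plasmodium falciparum Hsp90 in place of its own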
NSD2 HMT inh: NSD2 histone methyltransferase inhibitors, primary screen, biochemical, AlphaScreen, single concentration, set 2; inhibition, % at 12.5 µM; actives 0.54% (n = 310,000); NSD2 peptide methylation, 120 min; Histone-lysine N-methyltransferase NSD2 (Homo sapiens), O96028; AID 743445, 2014; in the data active = inhibition above about 50%
CAL PDZ FP-1: CAL PDZ peptide-binding inhibitors, primary screen, biochemical, fluorescence polarization, Cer-tagged CAL PDZ, HTS | Golgi-associated PDZ and coiled-coil motif-containing protein (Homo sapiens), Q9HD26 | purified CAL PDZ, TMR-peptide fluorescence polarization, 1 h | inhibition, % at 20 µM | actives 0.02% (n = 330,000) | AID 504414, 2011;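 active = highest replicate inhibition of at least 40%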;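 note: plate controls were DMSO neutral control wells for no effect and unlabeled competitor peptide control wells for full effect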
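Read-out basis: mP drop reported as inhibition | Assay system: Tagged CAL PDZ protein CerCALP, purified | Benchmarks: Unlabelled peptide for full inhibition, DMSO wells as neutral | Schedule: 1 h incubation at room temperature before polarization reading | Buffer or medium: Sodium phosphate/NaCl buffer pH 7.4 with TCEP, IgG, Thesit | Doses: Single point, 20 µM | Measured by: Fluorescence polarization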
SR-BI HDL uptake: inhibitors of SR-BI mediated HDL lipid uptake, primary screen, ldlA[mSR-BI] cells, fluorescence, single point. Scavenger receptor class B member 1 (Mus musculus), Q61009. ldlA[mSR-BI] CHO cells, DiI-HDL uptake fluorescence, 3 h. inhibition, % at 12.5 µM. actives 0.96% (n = 320,000). AID 488896, 2010;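 active = mean replicate inhibition of at least 70% and a set share of replicates each scoring 70 or more; inconclusive = meets just one of the two criteria; inactive = fails both criteria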;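 note: 0% = median of neutral control wells and 100% = median of positive control wells; values of inactives mirror those of a sister screen read the other way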
Target sequence (Q61009 whole entry, looked up): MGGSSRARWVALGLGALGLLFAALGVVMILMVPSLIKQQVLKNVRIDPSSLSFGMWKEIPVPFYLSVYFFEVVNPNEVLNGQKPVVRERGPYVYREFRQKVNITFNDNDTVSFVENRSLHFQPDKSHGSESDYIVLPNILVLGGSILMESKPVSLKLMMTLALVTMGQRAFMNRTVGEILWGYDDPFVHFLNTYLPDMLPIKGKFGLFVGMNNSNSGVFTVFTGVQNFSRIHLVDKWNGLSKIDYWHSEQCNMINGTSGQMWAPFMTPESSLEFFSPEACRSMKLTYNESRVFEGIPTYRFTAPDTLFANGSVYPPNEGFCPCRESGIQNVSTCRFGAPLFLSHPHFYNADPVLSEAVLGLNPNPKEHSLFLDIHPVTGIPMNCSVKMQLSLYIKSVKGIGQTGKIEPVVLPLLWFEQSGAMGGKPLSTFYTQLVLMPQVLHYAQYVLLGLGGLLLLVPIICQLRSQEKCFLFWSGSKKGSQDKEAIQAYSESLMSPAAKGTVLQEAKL
Rtt109 HAT inh: inhibitors of C. albicans Rtt109/Vps75 HAT, primary screen, biochemical, ThioGlo CoA-SH fluorescence, plate reader; Histone acetyltransferase RTT109 (Candida albicans (strain SC5314 / ATCC MYA-2876)), …; inhibition, % at 34.9 µM; purified Rtt109/Vps75, 4 h; actives 0.16% (n = 330,000); AID 540336, 2011;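 active = inhibition of at least 50% in every replicate; inconclusive = best replicate reaches 50% inhibition but some replicates fall short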
Target sequence (Q5AAJ8 whole entry, looked up): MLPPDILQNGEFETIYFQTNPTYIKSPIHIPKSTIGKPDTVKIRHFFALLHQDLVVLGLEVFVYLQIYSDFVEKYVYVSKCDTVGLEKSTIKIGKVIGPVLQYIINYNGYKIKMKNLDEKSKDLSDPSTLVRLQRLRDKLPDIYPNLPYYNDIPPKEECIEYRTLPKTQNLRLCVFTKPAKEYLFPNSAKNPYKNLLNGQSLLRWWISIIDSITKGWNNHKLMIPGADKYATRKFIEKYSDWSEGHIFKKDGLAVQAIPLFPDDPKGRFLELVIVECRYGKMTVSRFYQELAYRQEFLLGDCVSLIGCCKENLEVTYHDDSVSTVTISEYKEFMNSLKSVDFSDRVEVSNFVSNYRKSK
SR-BI DiI-HDL act: activators of SR-BI mediated DiI-HDL uptake, primary screen, ldlA[mSR-BI] CHO cells, DiI fluorescence | 3 h; 100 = double the neutral-control signal | activation, % at 12.5 µM | actives 0.096% (n = 320,000) | AID 504775, 2011;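 active = mean replicate activation of at least 60% and every replicate at or above 60%; inconclusive = mean or all-replicate condition met, but not both; inactive = mean below 60% and not all replicates reaching 60%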;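 note: 0% = median plate neutral-control signal and 100% = twice that signal; values of inactives mirror those of a sister screen read the other way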
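Material: SR-BI-overexpressing, LDLR-lacking CHO cells | Dosing: Single compound concentration, delivered by pin transfer | Probe or stimulus: Labelled HDL, 10 µg/mL | Signal: Bottom-read cell fluorescence after medium removal, ex 550/em 595 nm | Schedule: 3 h, 37 °C | Evaluation: HDL uptake via cellular fluorescence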
CAL PDZ FP-2: untagged CAL PDZ binding inhibitors, primary screen, biochemical, fluorescence polarization, HTS | AID 602252, 2012 | purified CAL PDZ, TMR-peptide fluorescence polarization, 1 h | Golgi-associated PDZ and coiled-coil motif-containing protein (Homo sapiens), Q9HD26 | actives 0.92% (n = 300,000) | inhibition, % at 24.9 µM;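 active = mean inhibition of at least 30% with at least half of replicates also reaching 30%; inconclusive = no clear call, values can overlap the other calls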;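 note: 0% = DMSO neutral control and 100% = excess unlabeled competitor peptide PRC23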
MITF TRPM1 HTS: activators of MITF-driven TRPM1 promoter reporter, primary screen, cell-based, SK-MEL-5, luciferase, single point; SK-MEL-5 TRPM1-promoter luciferase, 24 h; % of positive control, neutral wells = 0; activation, % at 12.5 µM; actives 0.75% (n = 300,000);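 active = mean activation of at least 80% with every replicate also reaching 80%; inconclusive = mean reaches 80% but some replicate falls short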;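 note: 0% = neutral control wells and 100% = parthenolide positive control wells; values of inactives mirror those of a sister screen read the other way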
* hit, by the source's call; ? = inconclusive; . = no result given.

SMILES	dFosB activator	PvdQ inh	PfHsp90 set2	NSD2 HMT inh	CAL PDZ FP-1	SR-BI HDL uptake	Rtt109 HAT inh	SR-BI DiI-HDL act	CAL PDZ FP-2	MITF TRPM1 HTS
CCCOc1ccc(C2CC(=O)NC2=O)cc1 (stereo unspecified)	5	-11	12	0	0.1	-11	-1	11	2	-14
CN1N=C(C(=O)N2CCc3c([nH]c4ccccc34)C2c2c(F)cccc2Cl)CCC1=O (stereo unspecified)	0	-1	-1	-1	-0.2	22	-5	-22	-4	10
NC12CC3CC(C1)CC(CO)(C3)O2	0	-13	-12	1	-1.2	-25	-3	25	1	18
O=C(CN1CCOCC1)Nc1nc(-c2ccccc2Cl)cs1	2	6	2	1	-1.8	11	-10	-11	-7	7
COC(=O)N/N=C/c1cccs1	0	1	-1	-1	-2.2	-42	15	42	3	9
COc1cc(OC)cc(C(C)=O)c1	11	-14	4	0	-0.6	-3	-1	4	0	11
COc1ccc(C(=O)N/N=C(/C)c2cccc(NC(=O)c3ccncc3)c2)cc1OC	-12	-2	9	-1	-2.4	15	4	-15	-1	10
O=C(c1cccn2c(=O)c3cc(Cl)ccc3nc12)N1CCN(Cc2ccc3c(c2)OCO3)CC1	-19	-3	-4	.	-3.8	5	0	-5	-4	9
COc1ccc(Cn2c(C)cc3c(c2=O)C(c2cccs2)C(C#N)=C(N)O3)cc1OC (stereo unspecified)	14	-9	-24	2	-0.7	0	8	0	1	-10
Cc1ccc(NC(/C=C/N(C)C)=C/C(=O)C(F)(F)F)c(C)c1	-4	-7	-38	11	-0.8	17	-6	-17	.	-11
CCc1ccccc1-n1cnc2cc(C(=O)O)ccc21	-1	-15	-3	.	0.4	-6	-1	6	-1	0
O=C(COC(=O)c1ccc(NS(=O)(=O)c2ccc(Br)s2)cc1)NC1CCCC1	-1	5	.	2	-1.4	1	8	-1	5	-9
Cc1ccc(NC(=O)CSc2nnc(-c3ccco3)o2)c(C)c1	-1	-16	2	-1	-0.6	-10	7	10	-1	2
Fc1ccc(CN2CCCN(C(=S)Nc3ccc(F)cc3)CC2)cc1	-12	-4	30	1	-1.9	-14	-1	14	-3	-3
O=C1ON=C(c2cccc([N+](=O)[O-])c2)/C1=C/c1ccc(O)cc1	-13	-5	-31	34	0.0	-1	1	1	-1	-36
CC(C)CCNC1=NCCCCC1	5	-14	-19	-4	0.2	-48	-3	48	-4	0
COc1ccccc1-c1coc2cc(OC(=O)/C=C/c3ccccc3)ccc2c1=O	-4	-8	-11	-4	-0.3	26	-3	-26	.	1
O=C(c1cccc(F)c1)N1CCCC(C(=O)N2CCCC2)C1 (stereo unspecified)	5	12	9	-4	-1.0	-30	-2	30	0	-11
CC1CN(S(=O)(=O)c2cccc(C(F)(F)F)c2)CN1C(=O)N1CCOCC1 (stereo unspecified)	5	21	-20	-5	0.7	-19	6	19	-2	4
COc1ccc(CNC(=O)COC(=O)c2cccnc2Nc2cccc(C(F)(F)F)c2)cc1	9	-12	5	2	-3.6	-23	-2	23	-2	.
CCOC(=O)N1CCN(c2cc(=O)n(-c3cccc(C)c3)c(=O)[nH]2)CC1	-5	-20	8	-1	-2.8	2	3	-2	2	4
Cc1ccc(S(=O)(=O)NC(C)CCc2ccccc2)cc1C(N)=O (stereo unspecified)	4	1	-4	0	-0.1	0	-1	0	-4	5
O=C(N/C(=C/c1cccs1)C(=O)N1CCOCC1)c1ccco1	2	0	13	-2	-0.7	-16	1	16	-3	3
O=C1NCC(Nc2ccccc2)C(=O)N1 (stereo unspecified)	1	-10	2	14	0.0	-24	-5	24	2	1
COc1ccc(Br)cc1/C=N/n1c(C)nnc1C	-11	4	4	1	-2.2	.	16	.	0	1
CC(=O)Cn1c(=O)oc2ccccc21	1	-7	-2	0	-0.1	-114	-38	113*	.	5
C/C=C1\NC(=O)[C@H](CC(N)=O)N(C)C(=O)C([C@@H](C)O)NC(=O)C(CCCc2ccc(OC)cc2)NC(=O)[C@H](C(C)C)NC(=O)/C(=C\C)NC(=O)[C@H](O)[C@@H](C[C@@H](O)CCCCCCC)NC(=O)[C@H](C)NC(=O)CN(C)C(=O)[C@H](CCC(N)=O)NC1=O (stereo partly specified)	-13	-6	55	.	-0.6	-63	0	?	-6	4
C=CCCCOc1ccc(C(=O)O)cc1	-2	-18	.	2	-2.6	-15	-2	15	.	-4
Cc1ccc(NC(=O)[C@H](C)NC(=O)C2CCN(C(=O)[C@@H](N)CC(C)C)CC2)cc1	-2	-12	-5	4	-2.9	.	-5	.	-2	-7
Nc1cc(=O)[nH]c(SCC(=O)NCCC2=CCCCC2)n1	1	-6	.	0	-1.2	-15	-27	15	.	-4
O=C(NCc1ccccc1Cl)C1CCCN1S(=O)(=O)c1ccc(F)cc1 (stereo unspecified)	-8	-13	4	-7	-0.5	.	2	.	-2	1
O=c1ccn(Cc2ccccc2)c(=O)n1Cc1ccccc1	-2	-4	-3	-6	.	-19	-3	19	0	3
COc1ccc(Nc2nc(NCc3ccco3)nc(N3CCOCC3)n2)cc1	1	-8	-12	1	-1.9	20	4	-20	-3	39
CCc1nnc(NC(=O)CSc2nc(-c3ccccc3)cc(-c3ccc(F)cc3)c2C#N)s1	-2	-11	.	-1	0.8	44	-12	-44	-6	.
Cc1nc(N2CCN(C)CC2)c2c3c(sc2n1)CCCC3	-4	-4	-8	17	-0.7	10	2	-10	3	.
Cn1c(CCC(N)=O)nnc1SCC(=O)Nc1cc(S(=O)(=O)N2CCCC2)ccc1Cl	9	-4	17	-2	-1.9	-34	-1	34	-2	7
Cc1ccc(/C=C/C(=O)O)cc1S(=O)(=O)NCC1CCCO1 (stereo unspecified)	1	-11	-21	-1	0.4	-10	1	10	1	7
O=c1[nH][nH]c(-c2ccccc2O)c1C(C[N+](=O)[O-])c1cccc(Cl)c1 (stereo unspecified)	-6	-15	-15	7	-1.5	-15	5	15	-2	0
CCOC(=O)c1nnc(-c2ccccc2)nc1NCc1ccccc1	-9	-10	-18	0	-2.4	19	-3	-19	-2	10
C/C(CC(=O)N1CCN(C=O)CC1)=N\NC(=O)c1ccc(Br)cc1	-8	8	5	-4	-2.7	-25	.	25	-3	-5

Sorted by heavy-atom count (low to high): 9 of the compounds above.
SMILES	dFosB activator	PvdQ inh	PfHsp90 set2	NSD2 HMT inh	CAL PDZ FP-1	SR-BI HDL uptake	Rtt109 HAT inh	SR-BI DiI-HDL act	CAL PDZ FP-2	MITF TRPM1 HTS
Cc1nc(N2CCN(C)CC2)c2c3c(sc2n1)CCCC3	-4	-4	-8	17	-0.7	10	2	-10	3	.
Cc1ccc(/C=C/C(=O)O)cc1S(=O)(=O)NCC1CCCO1 (stereo unspecified)	1	-11	-21	-1	0.4	-10	1	10	1	7
C/C(CC(=O)N1CCN(C=O)CC1)=N\NC(=O)c1ccc(Br)cc1	-8	8	5	-4	-2.7	-25	.	25	-3	-5
CCOC(=O)c1nnc(-c2ccccc2)nc1NCc1ccccc1	-9	-10	-18	0	-2.4	19	-3	-19	-2	10
O=C(NCc1ccccc1Cl)C1CCCN1S(=O)(=O)c1ccc(F)cc1 (stereo unspecified)	-8	-13	4	-7	-0.5	.	2	.	-2	1
COc1ccc(Nc2nc(NCc3ccco3)nc(N3CCOCC3)n2)cc1	1	-8	-12	1	-1.9	20	4	-20	-3	39
Cc1ccc(NC(=O)[C@H](C)NC(=O)C2CCN(C(=O)[C@@H](N)CC(C)C)CC2)cc1	-2	-12	-5	4	-2.9	.	-5	.	-2	-7
Cn1c(CCC(N)=O)nnc1SCC(=O)Nc1cc(S(=O)(=O)N2CCCC2)ccc1Cl	9	-4	17	-2	-1.9	-34	-1	34	-2	7
CCc1nnc(NC(=O)CSc2nc(-c3ccccc3)cc(-c3ccc(F)cc3)c2C#N)s1	-2	-11	.	-1	0.8	44	-12	-44	-6	.

Next part:
SMILES	dFosB activator	PvdQ inh	PfHsp90 set2	NSD2 HMT inh	CAL PDZ FP-1	SR-BI HDL uptake	Rtt109 HAT inh	SR-BI DiI-HDL act	CAL PDZ FP-2	MITF TRPM1 HTS
Cc1ccc(CNC(=O)C2CCN(S(=O)(=O)N3CCC4(CC3)OCCO4)CC2)cc1	2	13	16	-2	-0.3	-14	5	14	-6	15
CN(C)CC(C)(C)CNC(=S)Nc1cc(S(=O)(=O)N2CCOCC2)ccc1Cl	-5	14	.	4	-0.3	-35	1	35	-1	13
CN(C)S(=O)(=O)c1cccc(C(=O)NC2CCCc3ccccc32)c1 (stereo unspecified)	-4	-8	3	-1	-1.7	.	-10	.	1	-5
O=C1C2C3C=CC(C3=C3CCCCC3)C2C(=O)N1Cc1ccccc1 (stereo unspecified)	-10	-7	4	-3	-2.3	-3	4	3	14	6
CCOc1ccccc1NC(=O)CSc1nnc(-c2cnccn2)n1C	2	22	9	0	-0.2	8	8	-8	-1	.
Cc1cc(Br)ccc1NC(=O)CN(C)C(=O)CCSc1ccc(F)cc1	-5	16	-4	2	-1.2	35	-1	-35	1	-1
